# FXIa inh 1536: human FXIa protease inhibitors, primary screen, biochemical, 1536-well | purified FXIa, Boc-Glu-Ala-Arg-AMC fluorogenic substrate | AID 798, 2007 | 220,000 compounds, 0.14% hits | inhibition, % at 5 µM;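 active = inhibition of at least 40%; inactive = inhibition below 40%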;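 note: fluorescence of freed AMC excited at 355 nm; 0% = enzyme without compound and 100% = no enzyme blank; many of its hits are not listed in these tables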
# thrombin 1536: human alpha-thrombin inhibitors, primary screen, counter-screen for coagulation protease inhibitor project, biochemical, 1536-well, fluorogenic AMC substrate; inhibition, % at 5 µM; Prothrombin (Homo sapiens), P00734; AID 1046, 2008; Boc-VPR-AMC fluorogenic substrate cleavage; 220,000 compounds, 0.26% hits;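 active = inhibition at or above 40%; inactive = inhibition below 40%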;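 note: 0% = enzyme with no compound and 100% = wells without enzyme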
#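 Test system: human alpha-thrombin protein / Dosing: one concentration per compound, 5 µM, with 0.2% DMSO / Medium: pH 7.5 Tris-saline with Tween 20 / Benchmarks: no-compound enzyme wells and no-enzyme blanks / Read-out basis: percent inhibition of thrombin substrate cleavage / Timing: reaction at room temperature / Measured by: fluorescence, ex 355 nm, em 460 nm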
# FXIIa inh 1536: human FXIIa protease inhibitors, primary screen, biochemical, 1536-well; 220,000 compounds, 0.3% hits; purified FXIIa, Boc-QGR-AMC fluorogenic substrate, 2 h; AID 800, 2007; Coagulation factor XII (Homo sapiens), P00748; inhibition, % at 5 µM; in the data active = inhibition above about 40%;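 note: 0% = enzyme with no compound and 100% = blank without enzyme; many of its hits are not listed in these tables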
# Runt-SMMHC FRET: inhibitors of RUNX1 Runt–CBFb-SMMHC binding, primary screen, biochemical, FRET, Cerulean-Runt, Venus-CBFb-SMMHC, uHTS. Runt-related transcription factor 1 (Homo sapiens) + Core-binding factor subunit beta …. Cerulean-Runt/Venus-CBFb-SMMHC FRET ratio 530/480, 1 h. inhibition, % at 20 µM. 220,000 compounds, 0.74% hits;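 active = mean inhibition across duplicate retests at 20 µM reaching about 50%, limit read from the data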;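 note: 0% = DMSO wells and 100% = wells with excess untagged CBFb-SMMHC; inhibitors lower the FRET ratio by blocking Runt binding to CBFb-SMMHC; some results filed as inactive read as strong as hits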
# 14-3-3 Bad PPI: inhibitors of 14-3-3 zeta/Bad binding, primary screen, biochemical, TR-FRET, bovine 14-3-3 zeta; 14-3-3 protein zeta/delta (Bos taurus), P63103; inhibition, % at 21.7 µM; AID 781, 2007; 220,000 compounds, 0.71% hits; TR-FRET 14-3-3zeta/Dy647-pBad peptide displacement, 1 h;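 active = inhibition above about 70%, limit read from the data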;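 note: 0% = full 14-3-3 plus peptide FRET controls and 100% = background without 14-3-3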
# Target sequence (P63103 whole entry, looked up): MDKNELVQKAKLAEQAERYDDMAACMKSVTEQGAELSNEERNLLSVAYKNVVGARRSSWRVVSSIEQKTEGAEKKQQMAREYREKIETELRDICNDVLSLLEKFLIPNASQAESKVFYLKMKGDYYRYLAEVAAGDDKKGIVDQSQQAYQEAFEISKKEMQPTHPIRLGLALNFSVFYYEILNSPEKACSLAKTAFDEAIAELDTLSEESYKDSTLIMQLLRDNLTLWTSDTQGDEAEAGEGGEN
# Wee1 stabilizer: Wee1 degradation inhibitors, primary screen, cell-based, HeLa, Wee1K328M-luciferase, luminescence; HeLa Luc-Wee1K328M stability; 100% = proteasome inhibitor MG132 effect; reporter increase, % at 5 µM; Wee1-like protein kinase (Homo sapiens), P30291; 220,000 compounds, 1.2% hits;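 active = activation above the mean of all tested compounds plus 3 SD, set per screening run, cut at about 8.8% in these data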;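 note: cells exposed to compound for 20 h before luminescence read; 0% = DMSO alone and 100% = MG132 at 30 µM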
# Target sequence (P30291 whole entry K328M): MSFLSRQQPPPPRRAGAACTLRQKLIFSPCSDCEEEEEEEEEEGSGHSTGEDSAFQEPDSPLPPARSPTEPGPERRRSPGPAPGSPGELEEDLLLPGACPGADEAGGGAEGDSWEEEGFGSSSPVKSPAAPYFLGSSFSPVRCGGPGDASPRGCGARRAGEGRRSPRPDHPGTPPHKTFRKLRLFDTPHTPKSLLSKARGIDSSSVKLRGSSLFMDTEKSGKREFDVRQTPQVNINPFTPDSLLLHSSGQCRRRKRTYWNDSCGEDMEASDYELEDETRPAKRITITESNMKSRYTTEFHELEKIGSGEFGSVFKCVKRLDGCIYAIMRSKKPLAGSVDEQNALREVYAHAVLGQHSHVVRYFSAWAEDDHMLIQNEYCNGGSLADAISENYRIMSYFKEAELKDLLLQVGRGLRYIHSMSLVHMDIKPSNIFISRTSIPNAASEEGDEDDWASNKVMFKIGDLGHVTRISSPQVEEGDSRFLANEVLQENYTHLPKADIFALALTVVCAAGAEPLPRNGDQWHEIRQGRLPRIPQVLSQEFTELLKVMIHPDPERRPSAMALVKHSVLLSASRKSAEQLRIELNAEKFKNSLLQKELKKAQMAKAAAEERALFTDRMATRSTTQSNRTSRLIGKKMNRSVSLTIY
# KLK5 inh: human KLK5 protease inhibitors, primary screen, biochemical, 1536-well; inhibition, % at 5 µM; recombinant hK5, fluorogenic AMC substrate cleavage; Kallikrein-5 (Homo sapiens), Q9Y337; AID 873, 2007; 210,000 compounds, 0.59% hits;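 active = inhibition of 40% or more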;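 note: 0% = enzyme controls without compound and 100% = no-enzyme blanks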
# Runt-CBFb FRET: inhibitors of RUNX1 Runt–CBFb binding, primary screen, biochemical, FRET, Cerulean-Runt, Venus-CBFb, uHTS; Runt-related transcription factor 1 (Homo sapiens) + Core-binding factor subunit beta …; Cerulean-Runt/Venus-CBFb FRET ratio 530/480, 1 h; inhibition, % at 20 µM; 220,000 compounds, 0.46% hits; AID 1496, 2009;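 active = inhibition over about 50% at 20 µM in the single-dose screen, limit read from the data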;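 note: 0% = DMSO wells and 100% = excess unlabeled CBFb competitor control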
#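 System: Cerulean-labeled Runt domain protein | Quantity: 100 nM of each labeled protein | Schedule: 1 h compound exposure, room temperature | Detection: Fluorescence energy transfer, 422 nm excitation, 530/480 nm emission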
# Hck Nef HTS: inhibitors of Nef-activated human Hck kinase, primary screen, biochemical, Z-Lyte FRET, 384-well, Hck-YEEI. Tyrosine-protein kinase HCK (Homo sapiens), P08631. Recombinant Hck-YEEI plus Nef, Z-Lyte FRET kinase assay. inhibition, % at 20 µM. 220,000 compounds, 0.68% hits;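 active = Hck-Nef kinase inhibition above about 50%, limit read from the data; inactive = inhibition below that limit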;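 note: 0% = DMSO with Hck plus Nef and 100% = Hck alone without Nef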
# The depositor's hits bear a star; x = not tested or not shown; [ ] = another dose, or the depositor's remark.
SMILES,FXIa inh 1536,thrombin 1536,FXIIa inh 1536,Runt-SMMHC FRET,14-3-3 Bad PPI,Wee1 stabilizer,KLK5 inh,Runt-CBFb FRET,Hck Nef HTS
COc1ccc(-n2nc(C(=O)Nc3ccc(OC)c(OC)c3)c3c4ccccc4n(C)c3c2=O)cc1,-3,-2,9,-3,19,-1,-11,-1,89*
CCOc1ccccc1C1N(c2ccc(OC)cc2)C(=O)C2CCCN21 (stereo not given),-5,4,9,0,2,0,-4,2,2
CC(C(=O)Nc1ccc(S(=O)(=O)N2CCCC2)cc1)N1CCN(C(=O)c2ccco2)CC1 (stereo not given),0,-8,-11,3,8,-2,-7,-2,7
O=C(CC(=O)Nc1nc(C23CC4CC(CC(C4)C2)C3)cs1)NCCO,2,-2,7,-5,-2,-3,1,0,-18
O=[N+]([O-])c1cccc(-c2nnc3ccccn23)c1,-4,-2,8,-2,-1,-3,0,0,15
Cc1nc(-c2cc(C#N)c(Sc3cccc(C(F)(F)F)c3)nc2C)cs1,-2,0,6,-2,0,5,-1,-5,13
Cc1ccc(-c2nc(N3CCOCC3)sc2C(=O)N2CCOCC2)cc1,10,-6,19,-2,-23,1,-14,-1,2
CC(C)OP(=O)(c1ccc(N(C)C)cc1)C(Nc1ccccc1)c1cccnc1 (stereo not given),3,-7,2,1,0,-2,4,1,9
CCCC(Oc1ccc(Br)cc1)c1nc2c3cc(OC)c(OC)cc3nc(=S)n2[nH]1 (stereo not given),4,2,11,-5,-11,1,x,2,4
COc1cc(=O)[nH]c(SCc2c(F)c(F)c(F)c(F)c2F)n1,18,-11,17,3,-1,2,0,-1,2
COc1cccc(Nc2nc(-c3sc(NC(=O)c4ccccc4)nc3C)cs2)c1,-11,-3,-7,1,52,-2,-4,-2,-1
COc1ccc(C(=O)NC(=S)Nc2ccc3c(c2)Cc2ccccc2-3)cc1,7,3,5,-25,-8,-1,0,1,-2
COc1ccc(NC(=S)N(CCCN2CCOCC2)Cc2cn(C)c3ccccc23)cc1OC,5,-1,7,1,-2[fluorescence artefact?],1,-12,7,11
COc1ccccc1CNC(=O)c1ccccc1NS(C)(=O)=O,2,-1,16,-2,13[fluorescence artefact?],0,4,0,7
Cc1nc2cc(NCc3nc4ccccc4n3Cc3ccccc3)ccc2n1C,19,1,21,3,2,2,-13,2,3
O=C(Nc1ccc(Cl)c(Cl)c1)N1CCSC1c1ccco1 (stereo not given),8,-13,21,2,7,-2,-21,2,2
O=C(NCc1ccc(F)cc1)C1CCCN1C(=O)NCc1ccccc1 (stereo not given),-8,-12,22,1,4[fluorescence artefact?],1,-21,-1,-1
CCOC(=O)N1CCN(c2cc(NCCC(=O)O)c3c4c(onc24)-c2ccccc2C3=O)CC1,-3,-7,5,6,-11[fluorescence artefact?],0,-5,6,6
Cc1ccccc1OCCCN1C(=O)C(=O)c2cccc(C)c21,2,0,15,-5,0[fluorescence artefact?],-3,10,-3,19
COc1ccc(OC)c(/C=C2\SC(=S)N(Cc3cccnc3)C2=O)c1,-4,1,2,-156,8[fluorescence artefact?],3,-9,-81,-4
CCOC(=O)C1CCN(C(=O)Nc2ccc3snnc3c2)CC1,9,0,12,5,2[fluorescence artefact?],-1,-9,0,-7
Fc1cccc(CO/N=C/c2c(-c3ccccc3)nc3ccc(Cl)cn23)c1,-4,0,5,-1,-10,2,-13,-2,2
Cc1ccccc1C(=O)NC(=S)Nc1ccccc1C(F)(F)F,4,6,10,0,-11,-1,-8,2,-1
O=C(NNC(=S)NC1CC2C=CC1C2)c1cccnc1 (stereo not given),-11,-1,4,0,-5,1,-18,0,5
CCCNc1nc2c(c(=O)[nH]c(=O)n2C)n1Cc1cccc(Br)c1,6,5,20,0,-4,0,-7,-2,0
CCn1c(CSc2nnc(-c3ccc4c(c3)OCO4)o2)nc2cc(S(=O)(=O)N(C)C)ccc21,18,28,19,3,-1,-3,3,0,-9
CCc1ccc(/C=C2/SC(N3CCOCC3)=NC2=O)cc1,16,-8,2,-3,-5,1,0,4,10
COc1ccccc1N1CCN(C(=O)Nc2cccc(Cl)c2)CC1,0,0,5,2,-7,-2,4,-1,-5
Cc1ccc(-n2cc(C(=O)c3ccc4ccccc4c3O)cn2)cc1,1,-2,6,-211,5,3,-13,-46,0
O=C1c2ccccc2-c2c1cccc2C(=O)N1CCOCC1,7,-5,12,-1,-3,5,-11,1,8

# Compound profiles (already shown). Order of screens: FXIa inh 1536 | thrombin 1536 | FXIIa inh 1536 | Runt-SMMHC FRET | 14-3-3 Bad PPI | Wee1 stabilizer | KLK5 inh | Runt-CBFb FRET | Hck Nef HTS
# Shown for `O=C(NNC(=S)NC1CC2C=CC1C2)c1cccnc1` (stereo not given) → -11 | -1 | 4 | 0 | -5 | 1 | -18 | 0 | 5
# Shown for `O=C(NCc1ccc(F)cc1)C1CCCN1C(=O)NCc1ccccc1` (stereo not given) → -8 | -12 | 22 | 1 | 4[fluorescence artefact?] | 1 | -21 | -1 | -1

# Later entries:
SMILES,FXIa inh 1536,thrombin 1536,FXIIa inh 1536,Runt-SMMHC FRET,14-3-3 Bad PPI,Wee1 stabilizer,KLK5 inh,Runt-CBFb FRET,Hck Nef HTS
Cc1cccc(NC(=O)c2cccc(NS(=O)(=O)c3ccc(Cl)cc3)c2)c1,-7,-11,-7,-1,-4,1,-7,2,2
NC(=O)Nc1ccc2c(c1)OCCO2,10,0,16,2,-2,0,8,-1,-1
FC(F)(F)c1cc(Cl)c2nnc(-c3cccnc3)n2c1,-2,-5,4,-1,-6,0,x,0,8
COC(=O)c1ccccc1NC(=O)CN(CCc1ccccc1)S(C)(=O)=O,12,26,24,0,3,-3,39,-1,1
COC(=O)c1ccccc1NC(=O)c1noc2c1CCC2,7,2,18,7,4,x,-21,2,x
c1ccc(-c2nnc(N3CCN(c4ccccn4)CC3)c3ccccc23)cc1,5,-2,7,1,0,0,3,1,6
O=C(NCc1ccccc1)C(=O)NCC1OCCN1S(=O)(=O)c1cccs1 (stereo not given),-8,-3,-1,2,11,-1,-9,0,2
COCc1nc2sc(C)c(C)c2c(=O)[nH]1,-2,-6,-4,2,-5[fluorescence artefact?],3,-7,-2,8
O=C(Cc1ccc(Cl)cc1)NCCCn1ccnc1,3,-9,19,2,-2,-2,-12,1,2
CCN(CC)c1ccc(NC(=O)CCCOc2cccc(C)c2)cc1,-2,-3,5,14,7,4,-1,1,22
Cc1cc(NC(=O)Cn2cc([N+](=O)[O-])cn2)n(Cc2ccc(F)cc2)n1,-9,3,1,-2,1,0,-6,-1,12
Cc1nn(C(C)c2nc(-c3ccccc3)no2)c(C)c1[N+](=O)[O-] (stereo not given),-1,-8,3,-1,19,-1,-4,-5,0
O=C(CCNS(=O)(=O)c1cccc2nonc12)NCCc1ccc(Cl)cc1,3,-3,-1,2,1,-1,-12,0,-2
Cc1nc(Nc2ccc(S(N)(=O)=O)cc2)oc1C,5,2,13,4,2,0,10,0,-1
CN(C)S(=O)(=O)c1ccc(C(=O)Nc2ccccc2C(=O)O)cc1,4,-1,13,-4,11[fluorescence artefact?],0,-30,-2,15
O=C(Nc1cc(Sc2ccccn2)cc([N+](=O)[O-])c1)c1cccc(Cl)c1,-9,-8,1,-2,-6,-2,-4,1,-1
CCCCNC(=O)c1onc(CSc2ccccc2CC)c1C(=O)O,2,-1,9,-8,4,4,-17,-1,0
N#CC1=C(N)Oc2cc(O)c(C=Nc3ccccc3)cc2C1c1ccccc1 (stereo not given),6,-3,3,34,3,-1,-6,27,5
CCCN(CCC)C(=O)CC(c1ccccc1)c1cc(Br)ccc1O (stereo not given),-6,-3,-2,2,6[fluorescence artefact?],-2,8,-1,4
FC(F)(F)c1cccc(CNC(=S)Nc2ccccc2)c1,-1,0,2,-3,-8,6,-8,2,23
COCCCNC(=O)C1CCC(=O)N1Cc1ccccc1Cl (stereo not given),-8,0,-4,3,x,-1,-12,1,-1
NC(=O)C1CCN(C(=S)NCCc2ccccc2)CC1,-2,-4,7,-1,-10,-1,4,2,17
CN(C(=O)c1ccc(Cl)cc1)C1=CCCCC1CCC#N (stereo not given),-13,-11,16,2,-3,-2,-26,-1,3
CCC(C)(C)NC(=O)CN(C(=O)c1snc(C(N)=O)c1N)c1ccc2c(c1)OCCO2,-3,-1,0,5,-3,0,-4,-3,-1
CCOC(=O)Cc1c(C)c2c(C)[nH]nc2oc1=O,-6,-2,4,5,-5,1,-21,1,0
CCOc1cccc(C(=O)NC(=S)Nc2ccccc2)c1,7,2,4,-1,-1,3,-4,0,1
COc1ccc(-c2csc(N3CCC(c4ccccc4)CC3)n2)cc1,-7,-15,5,-1,-7,3,-2,1,18
CC1(C)Cc2c(C#N)c(N)n(-c3ccccc3)c(=O)c2CO1,1,2,2,0,13,-1,-22,-1,0
O=C(CSc1nnc(Cc2ccccc2)n1-c1cccc(Cl)c1)NNC(=O)Cc1ccccc1,6,3,14,-1,-11,0,-4,-3,4
CN(C)c1nnnn1-c1ccccc1Oc1ncc(C(F)(F)F)cc1Cl,-6,-7,-1,-1,-3,0,-8,-1,11
Cc1ccc(NS(=O)(=O)c2cc3c4c(cccc4c2)C(=O)NC3=O)cc1C,4,-3,8,-10,3,-2,0,-2,7
CN1CCN(NC(=O)CN(C)S(=O)(=O)c2cc(Cl)ccc2Cl)CC1,-6,-1,1,0,4,0,-15,1,-10
Cc1ccc2nc(C3CCCN(C(=S)Nc4cccc(C)c4C)C3)[nH]c2c1 (stereo not given),-5,2,-2,3,9,4,-25,3,0
O=C(NCc1cccnc1)c1ccccn1,3,-6,4,0,-7[fluorescence artefact?],-2,-2,0,-1
CN(C(=O)CO/N=C/c1ccc(Cl)cc1)c1ccccc1,-5,-4,4,2,-11,-4,-5,-2,19
CCc1cccc(C)c1NC(=O)c1ccc(CN2CCc3ccccc3C2)cc1,-5,-6,1,-1,-16,-3,-12,-1,4
Cn1c(-c2ccc(N)cc2)nc2ccccc21,-10,-6,-2,3,0,-2,-8,0,2
CC(C)NC(=O)NC(=O)CSc1nnc(COc2ccccc2Cl)o1,4,-3,4,-3,-3,2,-25,-1,-1
N#CCSc1nnc(COc2cccc3ccccc23)n1-c1ccccc1,3,4,10,-6,-17,-1,-18,-1,0

# High-throughput results (PubChem BioAssay)

# The order is random, and some 4.2% of all compounds hit somewhere here.
